N370S GC: qHTS Assay for Inhibitors and Activators of N370S glucocerebrosidase as a Potential Chaperone Treatment of Gaucher Disease | Lysosomal acid glucosylceramidase (Homo sapiens), P04062 | N370S GC spleen homogenate, 4MU-glucoside fluorescence | Potency, µM (series often up to 59.4 µM), for inactives: top-dose activity change, negative = inhibition, hits mostly inhibitors | 330,000 tested, 0.092% active;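 note: 0% = full enzyme activity and -100% = no enzyme basal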
KAT2A inh: qHTS Assay for Inhibitors of GCN5L2; Potency, µM (doses to about 58.9 µM), for inactives: at the top dose activity change, negative = inhibition, actives largely listed as inhibitors; Histone acetyltransferase KAT2A (Homo sapiens), Q92830; 390,000 tested, 0.21% active; GCN5L2 HAT assay, ThioGlo1 CoA-SH fluorescence
Target sequence (Q92830 whole entry, looked up): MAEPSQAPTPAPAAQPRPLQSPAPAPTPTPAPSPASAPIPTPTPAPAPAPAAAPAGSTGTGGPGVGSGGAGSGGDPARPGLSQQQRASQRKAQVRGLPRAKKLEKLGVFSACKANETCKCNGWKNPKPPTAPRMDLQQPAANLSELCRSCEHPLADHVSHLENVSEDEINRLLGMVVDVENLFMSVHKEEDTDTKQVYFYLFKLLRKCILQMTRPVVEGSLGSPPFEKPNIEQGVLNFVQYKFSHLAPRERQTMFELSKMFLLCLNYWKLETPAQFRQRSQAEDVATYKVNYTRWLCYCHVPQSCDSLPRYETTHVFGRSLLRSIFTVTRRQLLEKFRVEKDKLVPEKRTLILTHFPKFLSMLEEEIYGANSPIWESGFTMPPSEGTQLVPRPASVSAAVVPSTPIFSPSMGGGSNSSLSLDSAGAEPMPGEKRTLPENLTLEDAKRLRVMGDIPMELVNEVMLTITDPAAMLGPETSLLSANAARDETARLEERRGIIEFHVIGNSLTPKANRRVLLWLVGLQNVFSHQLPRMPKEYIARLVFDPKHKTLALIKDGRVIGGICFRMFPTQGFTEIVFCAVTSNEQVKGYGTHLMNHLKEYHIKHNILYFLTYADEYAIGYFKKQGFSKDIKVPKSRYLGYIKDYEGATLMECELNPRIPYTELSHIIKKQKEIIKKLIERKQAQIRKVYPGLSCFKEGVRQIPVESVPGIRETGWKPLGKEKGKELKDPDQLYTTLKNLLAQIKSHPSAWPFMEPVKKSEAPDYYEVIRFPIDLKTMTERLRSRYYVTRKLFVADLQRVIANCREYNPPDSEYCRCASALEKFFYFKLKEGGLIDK
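Enzyme at 20nM final was mixed with library compounds for 15 min at room temperature. Peptide H3(1-25) at 75uM, acetyl-CoA at 70uM and ThioGlo1 at 50uM were then added. Plates were read immediately and after 20 min (Ex340nm/Em540nm).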
FEN1 inh: qHTS Assay for the Inhibitors of Human Flap endonuclease 1 (FEN1) | P39748 | 390,000 tested, 0.35% active | Recombinant FEN1 flap cleavage, fluorescence, 15 min | Potency, µM (top dose mostly 114 µM), without a hit: at the highest dose activity change, negative = inhibition, actives largely listed as inhibitors; note: nearly all actives have a fitted effect of over 65% in size
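FEN1 at 10 nM, compound pretreatment for 15 min (room temperature), 50 nM final substrate to initiate; endpoint reads at 0 and 15 min; DMSO-only plates used as vehicle background.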
* marks the source's active call; other numbers are inactive results; ? = inconclusive; . = not tested or not shown; & = joins results of further samples. Calls come from the whole dose curve; as a rule, active = well fitted curve in the direction sought with a large enough effect; inconclusive = small, poorly fitted or top-dose-only effect, or another doubt; inactive = no such curve, though single readings can be large; an effect the other way counts as inactive or inconclusive. Unless noted, % is set by controls: 0 for no effect and ±100 for the full control effect; potency is the fitted concentration of half-maximal effect.

SMILES	N370S GC	KAT2A inh	FEN1 inh
COc1cccc(NC(=O)C(=O)N/N=C/c2ccc3c(c2)OCO3)c1	0%	-22%	5%
O=C(O)c1cc(-c2cccs2)nc2ccc(F)cc12	?	-19%	-7%
NC1=NC(c2cccc(Cl)c2)n2c(nc3ccccc32)N1 (stereo unspecified)	.	-3%	3%
O=C(CCCc1c[nH]c2ccccc12)NCc1ccccc1C(F)(F)F	-17%	2%	-25%
CC(NC(=O)c1ccco1)C(c1cccs1)N1CCN(c2ccccc2F)CC1 (stereo unspecified)	7%	-10%	-15%
CCCNC(=O)CN1CCN(c2cc3ccccc3c(Cl)n2)CC1	-23%	-7%	-1%
CCCCCN(C(=O)CCC(=O)OCCOc1cccc(Cl)c1)c1c(N)n(CCCC)c(=O)[nH]c1=O	-2%	-1%	7%
O=C1NC(=Nc2cccnc2)S/C1=C\c1cccc(F)c1	-11%	-27%	8%
CC1CCCC(NC(=S)NC(=O)c2ccco2)C1C (stereo unspecified)	.	-9%	-9%
O=c1c2ccccc2nc2n1CCCS2	9%	-10%	10%

Compounds listed so far that have a thiophene ring, fused or not, in the order listed:
SMILES	N370S GC	KAT2A inh	FEN1 inh
O=C(O)c1cc(-c2cccs2)nc2ccc(F)cc12	?	-19%	-7%
CC(NC(=O)c1ccco1)C(c1cccs1)N1CCN(c2ccccc2F)CC1 (stereo unspecified)	7%	-10%	-15%

The list continues.
SMILES	N370S GC	KAT2A inh	FEN1 inh
CCOC(=O)c1cc(-c2ccccc2)n(CC(=O)Nc2cccc(OC)c2)c1C	-1%	3%	-5%
O=c1c(-c2c(O)cc(O)c3c2O[C@H](c2ccc(O)cc2)CC3)c(-c2ccc(O)cc2)oc2cc(O)cc(O)c12	.	?	?
C/C(=N\NC(=O)c1nnn(-c2nonc2N)c1CN(C)c1ccccc1)c1ccc(O)cc1	-27%	-1%	-9%
CCOc1ccc(NC(=O)Cc2ccccc2)cc1	-1%	-9%	0%
CCn1cc(CNc2nc3nonc3nc2N2CCCCC2)cn1	0%	0%	-6%
Cc1cnc(NC(=O)c2sc(Nc3ccccc3)nc2N)o1	-7%	-16%	-17%
COc1ccc(S(=O)(=O)N2Cc3ccccc3CC2C(=O)O)cc1 (stereo unspecified)	.	-11%	-9%
Cc1cc(Br)cc(C)c1OCC(=O)Nc1ccc(S(=O)(=O)Nc2ncccn2)cc1	.	0%	-9%
COc1ccc(C)cc1COC(=O)c1[nH]c(C)c(C(C)=O)c1C	3%	2%	-3%
COc1ccc(NC(=O)c2oc3c(c2C)-c2nn(Cc4c(F)cccc4Cl)cc2CC3)c(OC)c1	.	-17%	0%
COCc1cc(=O)[nH]c2cc(NC(=O)c3cccc(OC)c3)c(C)cc12	0%	0%	-3%
CC(C)(C)C1CCc2c(sc3c2C(=O)NC(c2ccco2)N3)C1 (stereo unspecified)	3%	-4%	-2%
COc1ccc(NC(=O)c2cnc(Nc3ccc(C)c(Cl)c3)c3ccccc23)c(OC)c1	.	0%	-1%
COCCN1C(=O)C(=O)/C(=C(/O)c2ccc(S(=O)(=O)N3CCCCC3)cc2)C1c1ccc(O)c(OC)c1 (stereo unspecified)	-3%	-5%	-24%
CC(Sc1ccccc1)C(=O)N1CCN(S(=O)(=O)c2cccc(Br)c2)CC1 (stereo unspecified)	-1%	-2%	2%
CC(=O)NCC(=O)N(C)C(C(=O)Nc1ccc2c(c1)OCCO2)c1ccc(C)cc1 (stereo unspecified)	-7%	-5%	-3%
C=CCN(c1ccccc1C(=O)O)S(=O)(=O)/C=C/c1ccccc1	6%	-14%	-3%
O=C(CSCc1c(Cl)cccc1Cl)N1CCOCC1	0%	3%	16%
CCO[C@@H]1OC(C(=O)NCc2nc3ccccc3[nH]2)=C[C@H](C)[C@H]1CCCO	-8%	5%	3%
CCn1c2ccccc2c2cc(NC(=O)c3cccc(OC)c3)ccc21	0%	-8%	-19%
COc1ccccc1-c1c(C)oc2cc(OCC(=O)OCc3ccccc3)ccc2c1=O	?	-9%	0%
Oc1ccc(C=Nc2ccc(N3CCOCC3)cc2)c(O)c1	-8%	-15%	3%
Cc1ccc(Cl)cc1N1CCN(CCNC(=O)Nc2ccccc2Cl)CC1	.	2%	4%
CC(=O)Nc1ccc(NC(=O)C2(c3cccs3)CCOCC2)cc1	.	-6%	2%
NC(=O)C1CCN(c2nc(-c3cccc(Cl)c3)cs2)CC1	.	-8%&1%	14%
CC1CCCC(NC(=O)COC(=O)c2cc3ccccc3oc2=O)C1C (stereo unspecified)	.	-7%	1%
C=CCn1cc(C(=O)OC)c(=O)c2cc(S(=O)(=O)N3CCC(C)CC3)ccc21	-13%	2%	4%
CCOC(=O)Cn1nnnc1C(C(C)C)N(Cc1cc2c(C)cc(C)cc2[nH]c1=O)C1CCCC1 (stereo unspecified)	12%	-12%	-18%
Cc1cccc(C(=O)N2CCC(N3CCN(Cc4ccc(F)cc4)C(=O)C3=O)CC2)c1	.	-1%	21%
COc1ccc(-c2cc(C)no2)cc1S(=O)(=O)N1CCc2ccccc21	.	-5%	-10%
CCOC(=O)C1CCCN(C(=O)C2CCN(c3nnc(C)c4c(C)n(-c5ccccc5)nc34)CC2)C1 (stereo unspecified)	.	1%	9%
CCOC(=O)C1Cc2c([nH]c3ccccc23)C(C)N1 (stereo unspecified)	-14%	2%	3%
Nc1c(C(=O)N2CCCCCC2)oc2ccccc12	-3%	-6%	-13%
COc1ccc(OC)c(/C=N/NC(=O)CNC(=O)c2ccc(S(=O)(=O)N3CCOCC3)cc2)c1	29%	-5%	-2%
C/C(=N\NC(=O)COc1ccc([N+](=O)[O-])cc1)c1ccco1	.	0%	20%
Cc1ccc(CN2[C@@H](Cc3ccccc3)C(=O)CS2(=O)=O)cc1	.	-14%	?
CCCCn1nc2cc(C(=O)NCc3ccc(OC(F)(F)F)cc3)ccc2c1OC	18%	?	4%
CS(=O)(=O)N(CC(=O)NCCSc1ccccn1)c1ccc(F)cc1	3%	0%	7%
Cc1cc(C(=O)NCc2ccccc2F)cs1	5%	-6%	15%
COC(=O)Cc1c(C)c2ccc3c(c2oc1=O)CN(Cc1ccccc1Cl)CO3	.	?	11%
Cc1nn(Cc2ccccc2Cl)c(C)c1NC(=O)c1ccn(C)n1	25%	-2%	0%
COc1ccc(CNC(=O)CSc2ncn[nH]2)cc1	-23%	-2%	1%
COc1cc(/C=C/C(=O)OCc2csc(CC(=O)Nc3ccc(C)cc3)n2)ccc1OCC#N	.	-5%	6%
O=C(CNC(=O)c1ccc(Br)o1)Nc1ccncc1	3%	1%	5%
O=C(CN1C(=O)c2ccccc2S1(=O)=O)NC1CCCCC1	2%	0%	3%
O=C(O)COCC(=O)Nc1ccc(-n2cnnn2)cc1	0%	-2%	-15%
O=C1CCN(Cc2ccc([N+](=O)[O-])cc2)CCN1[C@H](CO)Cc1ccccc1	-1%	5%	-8%&-2%
CC(C)(C)c1ccc(C(=O)N2CCC(=O)N(C(COCc3ccccc3)Cc3ccccc3)CC2)cc1 (stereo unspecified)	2%	-14%	-2%
CCOc1ccc(-c2nc(C#N)c(N3CCN(C)CC3)o2)cc1	-5%	-4%	-6%
CCOc1ccc2nc(N=NC3=C(O)CC(C)(C)CC3=O)sc2c1	6%	-2%	0%

Continuation.
SMILES	N370S GC	KAT2A inh	FEN1 inh
Cc1sc(NC(=O)c2cccs2)nc1-c1ccccc1	5%	-19%	?
CCCN1CCN(C(=O)CCn2c(=O)c3cccn3c3cccnc32)CC1	1%	-9%	19%
CC(=O)Nc1ccc(-c2csc(NC(=O)CC(NC(C)=O)c3ccccc3)n2)cc1 (stereo unspecified)	0%	-1%	-10%
O=C(c1cccc(Oc2ccc([N+](=O)[O-])cc2)c1)N1CCOCC1	?	-8%	1%
O=C(O)c1ccccc1C(=O)c1ccc(N2CCOCC2)c([N+](=O)[O-])c1	-4%	-10%	0%
COc1ccc2cc3c(N)nn(C(=O)c4cccc(F)c4)c3nc2c1	13%	-3%	-12%
COc1ccc(-c2cc(C(=O)NCc3ccccc3)no2)cc1OC	10%	-4%	-1%
CN=C(C)/C(C(=O)OC)=C(/O)c1c(F)cccc1F	0%	-2%	-3%
O=C(NCC(=O)N(Cc1cccs1)C(C(=O)NC1CCCC1)c1ccncc1)c1ccco1 (stereo unspecified)	-7%	-12%	-4%
CCN(CC(=O)Nc1ccc(OC)cc1)C(=O)c1ccc2ccccc2c1	.	2%	2%
CC(=O)Nc1ccc(NC(=O)CSc2nnc(-c3cccs3)n2C)cc1	-2%	-7%	4%
CC(=O)c1ccc(NC(=S)N2CCN(S(=O)(=O)c3ccc(F)cc3)CC2)cc1	-8%	?	-13%
CCC1CCCCN1c1ccc([N+](=O)[O-])cc1/C=N/NC(=O)Cn1c2ccccc2c(=O)c2ccccc21 (stereo unspecified)	-1%	-6%	-1%
O=C(Cc1ccccc1)NNC(=O)c1ccc(NC(=O)c2ccccc2)cc1	-15%	-3%	-2%
Cc1ccc(CNC(=O)CCCN2C(=O)CCn3nc(-c4cn(C)c5ccccc45)cc32)cc1	.	-2%	-6%
Cc1ccc(OCCCSc2n[nH]c(N)n2)cc1	4%	?	16%
N#Cc1ccccc1OCC(=O)NCC(c1ccc(F)cc1)N1CCOCC1 (stereo unspecified)	.	-6%	20%
C#CCOc1ccc(C2C(C(=O)OC)=C(C)NC3=C2C(=O)c2ccccc23)cc1OCC (stereo unspecified)	.	-4%	-7%
CCOc1ccc(NC(=O)CN2C(=O)C3(SCC(=O)N3c3ccc(F)cc3)c3ccccc32)cc1 (stereo unspecified)	.	-6%	-4%
CCCc1cc(NC(=O)COC(=O)c2ccc(O)cc2O)n(-c2ccccc2)n1	.	-5%	5%
N#CCCN(C(=O)COC(=O)CCN=C1NS(=O)(=O)c2ccccc21)c1ccc(F)cc1	-2%	-10%	2%
CC1CC(=O)N(CC(=O)NC2CCCCC2)c2ccccc2S1 (stereo unspecified)	10%	-3%	21%
N/C(=N\OC(=O)Nc1ccccc1)c1ncc(C(F)(F)F)cc1Cl	-1%	-10%	0%
CN(C)c1[nH]c(=O)c(C#N)c2c1CCN2Cc1ccccc1	12%	-4%	0%
O=C(c1ccc(Cl)c(S(=O)(=O)N2CCCCCC2)c1)N1CCCC(C(F)(F)F)C1 (stereo unspecified)	-1%	-4%	-5%
O=C(O)CN1C(=O)/C(=C\c2cc(Br)ccc2OCc2ccccc2F)SC1=S	-1%	?	?
CCOc1ccccc1NC(=O)c1ccccc1-c1nc(-c2ccccc2)no1	?	0%	-8%
CC(=O)c1cccc(NC(=O)COC(=O)c2cccc(N3C(=O)c4ccccc4C3=O)c2)c1	9%	-3%	-17%
COC(=O)c1ccc(COC(=O)c2ccc(SC)cc2OC)cc1	9%	-1%	1%

Gathered by group: those above with a Cl atom
SMILES	N370S GC	KAT2A inh	FEN1 inh
NC1=NC(c2cccc(Cl)c2)n2c(nc3ccccc32)N1 (stereo unspecified)	.	-3%	3%
CCCNC(=O)CN1CCN(c2cc3ccccc3c(Cl)n2)CC1	-23%	-7%	-1%
CCCCCN(C(=O)CCC(=O)OCCOc1cccc(Cl)c1)c1c(N)n(CCCC)c(=O)[nH]c1=O	-2%	-1%	7%
COc1ccc(NC(=O)c2oc3c(c2C)-c2nn(Cc4c(F)cccc4Cl)cc2CC3)c(OC)c1	.	-17%	0%
COc1ccc(NC(=O)c2cnc(Nc3ccc(C)c(Cl)c3)c3ccccc23)c(OC)c1	.	0%	-1%
O=C(CSCc1c(Cl)cccc1Cl)N1CCOCC1	0%	3%	16%
Cc1ccc(Cl)cc1N1CCN(CCNC(=O)Nc2ccccc2Cl)CC1	.	2%	4%
NC(=O)C1CCN(c2nc(-c3cccc(Cl)c3)cs2)CC1	.	-8%&1%	14%
COC(=O)Cc1c(C)c2ccc3c(c2oc1=O)CN(Cc1ccccc1Cl)CO3	.	?	11%
Cc1nn(Cc2ccccc2Cl)c(C)c1NC(=O)c1ccn(C)n1	25%	-2%	0%
N/C(=N\OC(=O)Nc1ccccc1)c1ncc(C(F)(F)F)cc1Cl	-1%	-10%	0%
O=C(c1ccc(Cl)c(S(=O)(=O)N2CCCCCC2)c1)N1CCCC(C(F)(F)F)C1 (stereo unspecified)	-1%	-4%	-5%

This is a subset, so the mix of outcomes need not match the whole.
